Screening data: PubChem BioAssay, National Center for Advancing Translational Sciences (NCATS)
POLB inh: qHTS Assay for Inhibitors of DNA Polymerase Beta; Potency, µM (doses to about 114 µM), for inactives: at the top dose activity change, negative = inhibition, actives largely listed as inhibitors; P06746; hit rate 1.3% among 340,000; Pol beta primer extension/strand displacement, fluorescence kinetic; AID 485314, 2010; note: potency is the fitted concentration of half-maximal effect; % is set by controls: 0 for no effect and ±100 for the full control effect
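10 nM enzyme + cpd, 15 min RT; start with substrate 50 nM final; read 0 min and after 10 min RT. Corrected, normalized data; 4-parameter Hill curve fit.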
Pol kappa inh: qHTS for Inhibitors of Polymerase Kappa | purified Pol kappa, fluorescent DNA synthesis assay, 10 min | Potency, µM (doses to about 107 µM), for the others: top-dose activity, negative = inhibition, actives largely listed as inhibitors | hit rate 0.53% among 400,000; note: potency is the fitted concentration of half-maximal effect; % is set by controls: 0 for no effect and ±100 for the full control effect
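Enzyme at 10 nM met test compounds for 15 min at room temperature. Substrate addition (50 nM final) began the reaction, which was monitored by fluorescence at 0 and 10 min.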
ERG-DNA inh: qHTS for Small Molecule Inhibitors of the ERG Ets/DNA interaction. Transcriptional regulator ERG (Homo sapiens), P11308. fluorescence polarization, His-ERG Ets domain / labelled DNA. Potency, µM (doses to about 76.9 µM), for the others: at the highest dose FP activity, negative = inhibition, hits mostly inhibitors. hit rate 0.028% among 370,000; active = well fitted inhibition curve with a large enough effect in the polarisation, with a control signal flat; inconclusive = small, poorly fitted or top-dose-only effect, or effect the other way, or a change in a side signal; inactive = no such curve, though single readings can be large or run the other way; the % refers to the polarisation;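 note: polarization taken with two DNA probes labelled with fluorescein and Texas red; potency is the fitted concentration of half-maximal effect; % of control where 0% means no effect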
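His-tagged ERG Ets domain (1 uM in the protein solution; 300mM KCl, 50mM Tris-HCl, 1mM EDTA, 1mM DTT, pH 7.5) received compound, then a probe mix of 5 nM fluorescein-DNA and 100nM Texas-615-DNA. Fluorescence polarization was read for both dyes.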
Pol iota inh: qHTS for Inhibitors of Polymerase Iota. DNA polymerase iota (Homo sapiens), Q9UNA4. hit rate 1% among 390,000. Pol iota fluorescent replication assay, 10 min. Potency, µM (highest dose often 115 µM), without a hit: at the top dose activity, negative = inhibition, hits mostly inhibitors. AID 588590, 2011; note: potency is the fitted concentration of half-maximal effect
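Fluorescent replication assay read twice, at 0 min and 10 min after adding 50 nM (final) substrate. Enzyme (10 nM) and compounds were first incubated 15 min at room temperature; enzyme-free buffer wells were negative controls.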
Anesthetic bind: qHTS Assay for Identification of Novel General Anesthetics; Ferritin light chain (Equus caballus), P02791; hit rate 0.074% among 350,000; apoferritin/1-aminoanthracene competitive binding, fluorescence; Potency, µM (doses to about 77.5 µM), without a hit: top-dose activity change, negative = displacement, most hits filed as inhibitors; note: potency is the fitted concentration of half-maximal effect; % is set by controls: 0 for no effect and ±100 for the full control effect; nearly all actives have a fitted effect of over 20% in size
Target sequence (P02791 2-175 limits assumed): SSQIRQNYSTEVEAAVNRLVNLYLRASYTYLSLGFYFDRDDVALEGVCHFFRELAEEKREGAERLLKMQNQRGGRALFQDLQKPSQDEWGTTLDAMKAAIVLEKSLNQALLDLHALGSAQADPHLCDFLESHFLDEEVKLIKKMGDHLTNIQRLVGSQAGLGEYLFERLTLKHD
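Concentration-response curves derived by four-parameter Hill fitting of normalized fluorescence, where compounds displaced 1-AMA from 10 uM horse apoferritin following a brief 10 min room-temperature incubation; propofol titration acted as positive control.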
BLM helicase inh: qHTS Assay for Inhibitors of Bloom's syndrome helicase (BLM) | AID 2528, 2010 | recombinant BLM DNA unwinding, fluorescence dequenching | Potency, µM (titrated, usually from 56.1 µM), without a hit: at the highest dose activity change, negative = inhibition, most hits filed as inhibitors | hit rate 0.2% among 350,000 | RecQ-like DNA helicase BLM (Homo sapiens), P54132;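 note: potency is the fitted concentration of half-maximal effect; plate controls were vehicle for no effect and no enzyme for full effect; nearly all actives have a fitted effect of over 35% in size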
ALOX12 inh: Primary qHTS assay for inhibitors of human arachidonate 12S-lipoxygenase (ALOX12): Round 2 | hit rate 1.1% among 580,000 | purified 12hLO, xylenol orange hydroperoxide absorbance | Potency, µM (series often up to 108 µM), inactives show top-dose activity change, negative = inhibition, usual class: inhibitors | Polyunsaturated fatty acid lipoxygenase ALOX12 (Homo sapiens), P18054; note: potency is the fitted concentration of half-maximal effect; % is set by controls: 0 for no effect and ±100 for the full control effect
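Purified human 12hLO (150 nM final) in 25 mM Hepes, 0.01% Triton X-100, pH 7.0 was preincubated 15 min at room temperature with compound. Then 40 uM arachidonic acid was added, 30 min. Hydroperoxide was read by Fe-XO absorbance ratio 573/405 nm.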
APEX1 inh: qHTS Assay for Inhibitors of the Human Apurinic/apyrimidinic Endonuclease 1 (APE1); DNA repair nuclease/redox regulator APEX1 (Homo sapiens), P27695; recombinant APE1, TAMRA/BHQ-2 abasic DNA cleavage fluorescence; Potency, µM (doses to about 65.8 µM), inactives show top-dose activity change, negative = inhibition, hits mostly inhibitors; hit rate 0.35% among 350,000; AID 2517, 2012;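 note: potency is the fitted concentration of half-maximal effect; plate controls were vehicle for no effect and reference inhibitor for full effect; nearly all actives have a fitted effect of over 55% in size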
Target sequence (P27695 whole entry, looked up): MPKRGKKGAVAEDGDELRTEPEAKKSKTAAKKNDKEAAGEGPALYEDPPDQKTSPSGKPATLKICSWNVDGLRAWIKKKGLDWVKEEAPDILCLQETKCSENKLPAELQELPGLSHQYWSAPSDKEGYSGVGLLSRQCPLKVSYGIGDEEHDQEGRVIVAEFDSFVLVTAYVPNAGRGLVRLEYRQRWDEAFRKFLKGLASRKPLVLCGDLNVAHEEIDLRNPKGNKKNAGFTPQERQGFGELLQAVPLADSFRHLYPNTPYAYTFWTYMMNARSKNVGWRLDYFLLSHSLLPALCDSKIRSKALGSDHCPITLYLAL
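Quantitative HTS: incision of a TAMRA/BHQ-2 double-stranded substrate bearing a tetrahydrofuran abasic site by 0.75 nM APE1 raises fluorescence. Substrate 50 nM final, added after 15 min compound preincubation at room temperature; progress as third-minus-first kinetic read difference.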
TRHR ag: qHTS for Small Molecule Agonists and Allosteric Enhancers of Human TRH Receptor: Primary Screen for Agonists; hit rate 0.18% among 360,000; TRHR cells, calcium flux fluo-8, FDSS agonist mode; Thyrotropin-releasing hormone receptor (Homo sapiens), P34981; activation, % at 2 µM; in the data active = activation above about 30%; note: 0% is about no effect
Target sequence (P34981 whole entry, looked up): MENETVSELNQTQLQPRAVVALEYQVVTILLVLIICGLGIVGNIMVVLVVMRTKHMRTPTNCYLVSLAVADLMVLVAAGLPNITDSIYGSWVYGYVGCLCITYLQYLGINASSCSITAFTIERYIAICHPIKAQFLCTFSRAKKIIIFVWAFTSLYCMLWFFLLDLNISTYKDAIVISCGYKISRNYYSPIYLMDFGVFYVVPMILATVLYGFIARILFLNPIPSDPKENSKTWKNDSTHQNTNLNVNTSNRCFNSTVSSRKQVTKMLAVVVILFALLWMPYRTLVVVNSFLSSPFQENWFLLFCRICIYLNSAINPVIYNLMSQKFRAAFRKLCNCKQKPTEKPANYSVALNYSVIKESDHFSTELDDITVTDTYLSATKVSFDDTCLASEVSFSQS
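Fluo-8-loaded TRHR cells; 10 s baseline, compound added, kinetic Ca2+ fluorescence read 1/s, agonist mode.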
* marks the source's active call; other numbers are inactive results; ? = inconclusive; nt = not tested or not shown; & = joins results of further samples; [ ] = dose if it differs, or a comment. Unless noted, calls come from the whole dose curve; as a rule, active = well fitted curve in the direction sought with a large enough effect; inconclusive = small, poorly fitted or top-dose-only effect, or another doubt; inactive = no such curve, though single readings can be large; an effect the other way counts as inactive or inconclusive. This is a subset; the hit share may differ from the screen's.

1. COc1ccc(Cl)cc1NC(=O)c1cccc(-n2cnnn2)c1
2. O=C(O)CSc1nnnn1-c1ccccc1
3. N/C(=N\OC(=O)c1cc(Cl)ccc1Cl)c1ccccn1
4. CC/C(O)=C1\C(=O)CCCC1=NCc1nc2ccccc2[nH]1
5. O=C(Nc1ccc(F)c(F)c1)c1ccccc1-c1ccccc1
6. N#Cc1cccc(-c2ccc3ncnc(NCc4cccnc4)c3c2)c1
7. O=C(Oc1ccc(Br)cc1C(=S)N1CCCCC1)c1cc([N+](=O)[O-])cc([N+](=O)[O-])c1
8. CCNC(=S)N1CCC(NC(=O)C2CCCCC2)CC1

Assay by compound,1,2,3,4,5,6,7,8
POLB inh,nt,?,2%,-1%,2%[57.1 µM],nt,1%,7%
Pol kappa inh,1%,-5%,-18%,-9%,-4%,-4%[60.1 µM],2%,4%
ERG-DNA inh,10%,9%,2%,3%,0%,nt,-10%,5%
Pol iota inh,23%,-2%,179%[activator],104%[activator],7%,nt,3%,5%
Anesthetic bind,nt,-6%,-7%,-8%,-5%,-1%,32µM*,-7%
BLM helicase inh,nt,0%,-9%,-4%,-4%,0%,-6%,-2%
ALOX12 inh,2%,1%,2%,7%,?,-7%,nt,0%
APEX1 inh,7%,0%,6%,6%,10%,-6%,0%,0%
TRHR ag,-0.2,1.0,-2.7,0.1,-0.7,nt,-1.1,0.6

Only TRHR ag, Anesthetic bind and BLM helicase inh, for 5 of the compounds above:
no. | canonical_smiles | TRHR ag | Anesthetic bind | BLM helicase inh
1 | COc1ccc(Cl)cc1NC(=O)c1cccc(-n2cnnn2)c1 | -0.2 | nt | nt
2 | O=C(O)CSc1nnnn1-c1ccccc1 | 1.0 | -6% | 0%
3 | N/C(=N\OC(=O)c1cc(Cl)ccc1Cl)c1ccccn1 | -2.7 | -7% | -9%
4 | CC/C(O)=C1\C(=O)CCCC1=NCc1nc2ccccc2[nH]1 | 0.1 | -8% | -4%
5 | O=C(Nc1ccc(F)c(F)c1)c1ccccc1-c1ccccc1 | -0.7 | -5% | -4%

Next part:
9. CCOC(=O)c1cccc(NC(=O)C2CCCN(c3nnc(C)c4c(C)n(-c5ccccc5)nc34)C2)c1 (centres undefined)
10. Fc1ccc(-c2nc3c(-c4ccc(Cl)cc4)cnn3cc2CCN2CCOCC2)cc1
11. COc1ccc(CCNC(=O)CSc2nnc3ccc(-c4ccccn4)nn23)cc1OC
12. N#CC1(NC(=O)COC(=O)C23CC4CC(CC(O)(C4)C2)C3)CCCCC1
13. CC(=O)N1CCc2cc(CNS(=O)(=O)c3cccs3)ccc21
14. Cc1cccc(-n2c(CNC(=O)c3ccc(S(=O)(=O)N4CCCCC4)cc3)n[nH]c2=S)c1
15. Cc1ccc2c(O)c(C)c(=O)[nH]c2n1
16. CCN(C(=O)CSc1nnc(-c2cc(OC)c(OC)c(OC)c2)o1)c1ccccc1

Assay by compound,9,10,11,12,13,14,15,16
POLB inh,-2%,?,nt,44%,17%,-3%,-21%,10µM*
Pol kappa inh,14%,-5%,-2%,-5%,-5%[60.1 µM],0%,-2%,?
ERG-DNA inh,3%,7%,-10%,3%,-3%,2%,1%,5%
Pol iota inh,39%[activator],116%[activator],26%,35%[activator],15%,17%,107%[activator],?
Anesthetic bind,-3%,-7%,nt,-21%,5%,-7%,0%,-3%
BLM helicase inh,2%,-9%,nt,-3%,2%,-2%,0%,?
ALOX12 inh,-4%,-5%,-23%,2%,-22%,?,-14%,-27%
APEX1 inh,nt,0%,9%,3%,nt,67%[activator],0%,nt
TRHR ag,-0.4,-0.4,-0.6,0.3,0.0,0.2,-0.5,-0.7

17. CN1C(=O)c2ccccc2Sc2ccc(NC(=O)Cc3ccc(Cl)cc3)cc21
18. O=C1CCC(=O)N1CCc1c[nH]c2ccccc12
19. CC(C)c1ccc(N(CC(=O)O)S(=O)(=O)c2cccnc2)cc1
20. CC(=O)Nc1ccc(C(=O)OCc2ccccc2Br)cc1
21. O=C1CC(Cc2ccc(Cl)cc2)C(=O)N1c1cc(Cl)ccn1 (centres undefined)
22. O=C(/C=C/c1ccc(Cl)cc1Cl)c1nc2ccccc2[nH]1
23. CCOc1ccc(N(CC(=O)NC2CC2)S(=O)(=O)c2ccc(C)cc2)cc1
24. Cc1ccc(S(=O)(=O)N2CCCOC2CNC(=O)C(=O)NCCc2c[nH]c3ccccc23)cc1 (centres undefined)

Assay by compound,17,18,19,20,21,22,23,24
POLB inh,?,33%,38%,33%[activator],13%,23%,15%,30%
Pol kappa inh,-9%[60.1 µM],-11%,3%,-14%,-6%,-12%,4%,-18%
ERG-DNA inh,6%,1%,16%,-7%,2%,-2%,-5%,4%
Pol iota inh,?,7%,-9%,33%[activator],-10%[58.9 µM],?,4%,-10%
Anesthetic bind,-10%,-9%,0%,?,-13%,-10%,1%,6%
BLM helicase inh,-15%,0%,0%,-8%,-8%,-5%,-1%,-4%
ALOX12 inh,-4%,-39%,3%[57.4 µM],-2%,?,0%,-26%,7%
APEX1 inh,nt,12%,-5%,16%,-4%,8%,26%[12.4 µM],1%
TRHR ag,0.6,0.4,0.5,1.0,-0.6,-0.6,-0.5,-0.8

25. CC(C)c1ccc(/C=C/C(=O)NCCCc2ccccc2)cc1
26. COc1ccc(CNC(=O)COC(=O)CC(NC(N)=O)c2ccc(Cl)cc2)cc1OC (centres undefined)
27. COc1ccc2cc(S(=O)(=O)n3cnc(C)c3)ccc2c1
28. COCCN(C(=O)CNC(=O)c1cccs1)C(C(=O)NC(C)(C)C)c1ccccc1 (centres undefined)
29. Cc1cc(C)cc(C(=O)NC(CC(N)=O)c2ccc(NC3CCCC3)c([N+](=O)[O-])c2)c1 (centres undefined)
30. CN(C)c1ccc(-c2noc(C3CCN(C(=O)Nc4ccc(Cl)cc4)CC3)n2)cc1
31. O=C(Nc1ccccc1)Nc1ccccn1
32. COC(=O)c1ccc(NC(=O)CN(c2ccc(C)cc2)S(=O)(=O)c2c(C)nn(C)c2C)cc1

Assay by compound,25,26,27,28,29,30,31,32
POLB inh,23%,nt,21%,26%,27%,-24%,1%&0%,1%
Pol kappa inh,-22%,-9%,-3%,5%,2%,-13%,-3%,-4%[60.1 µM]
ERG-DNA inh,-7%,nt,0%,-6%,3%,0%,-17%,nt
Pol iota inh,-11%,14%,36%[activator],-8%,-21%,50%[activator],25%,24%
Anesthetic bind,-7%,nt,-3%,-9%,-12%,5%,8%&4%,-12%
BLM helicase inh,-9%,nt,1%,2%,-4%,-1%,-1%&1%,-9%
ALOX12 inh,?,-27%,-3%,-7%,6%,10%,0%,-37%[57.4 µM]
APEX1 inh,1%,30%,6%,-1%,19%,-2%,25%&2%,4%
TRHR ag,0.8,0.0,-0.2,-0.5,-0.2,0.4,0.3&0.4,2.5

Pulled one by one from above, 2 records:
30. CN(C)c1ccc(-c2noc(C3CCN(C(=O)Nc4ccc(Cl)cc4)CC3)n2)cc1
32. COC(=O)c1ccc(NC(=O)CN(c2ccc(C)cc2)S(=O)(=O)c2c(C)nn(C)c2C)cc1

Assay by compound,30,32
POLB inh,-24%,1%
Pol kappa inh,-13%,-4%[60.1 µM]
ERG-DNA inh,0%,nt
Pol iota inh,50%[activator],24%
Anesthetic bind,5%,-12%
BLM helicase inh,-1%,-9%
ALOX12 inh,10%,-37%[57.4 µM]
APEX1 inh,-2%,4%
TRHR ag,0.4,2.5

(cont.)
33. Cc1ccc(-n2nnc3ccccc3c2=O)cc1C
34. C=Cc1ccc(S(=O)(=O)O)cc1
35. Nc1ccc2nc3c(=O)[nH]c(=S)[nH]c3nc2c1
36. O=C(CN1C(=O)/C(=C\C=C\c2ccccc2)SC1=S)Nc1ccc(F)cc1
37. Cc1ccccc1C(=O)NNC(=O)CCC(=O)Nc1cccc(Cl)c1C
38. COc1cccc(NC(=O)C(OC(=O)c2ccccc2NS(=O)(=O)c2cccs2)c2ccccc2)c1 (centres undefined)
39. CC1CN(c2ccc(NC(=S)Nc3ccc(N4CC(C)OC(C)C4)cc3)cc2)CC(C)O1 (centres undefined)
40. CSc1ccc(C2C(C#N)=C(N)Oc3cc4c(cc32)OCO4)cc1 (centres undefined)

Assay by compound,33,34,35,36,37,38,39,40
POLB inh,-13%,nt,?,4%,14%,16%[57.1 µM],0%,6%
Pol kappa inh,3%,-3%[19.4 µM],2.2µM*,-14%,-6%,-2%,-18%,89µM*
ERG-DNA inh,3%,nt,-26%,27%,1%,-8%,8%,5%
Pol iota inh,13%,nt,?,6%,-1%,12%,12%,-21%
Anesthetic bind,-1%,-7%,79%[activator],-11%,5%,-13%,-18%,?
BLM helicase inh,-3%,-4%,2.8µM*,8%,3%,-7%,0%,-6%
ALOX12 inh,3%,nt,?,-18%,-1%,4%,?,?
APEX1 inh,1%,14µM*,0.5µM*,7%,0%,-8%,-9%,3%
TRHR ag,-0.3,nt,36*,-0.4,-0.4,-0.3,0.1,-0.2
